High-throughput results as filed in PubChem BioAssay.
SENP8 block-1 – inhibitors of human SENP8 protease | Q96LD8 | recombinant SENP8, Nedd8 substrate fluorescence | inhibition, % at 20 µM | 360,000 tested, 0.64% active | AID 602440; in the data active = inhibition mostly above about 40%, no sharp cut-off; inactive = mostly below about 27%
Target sequence (Q96LD8 whole entry, looked up): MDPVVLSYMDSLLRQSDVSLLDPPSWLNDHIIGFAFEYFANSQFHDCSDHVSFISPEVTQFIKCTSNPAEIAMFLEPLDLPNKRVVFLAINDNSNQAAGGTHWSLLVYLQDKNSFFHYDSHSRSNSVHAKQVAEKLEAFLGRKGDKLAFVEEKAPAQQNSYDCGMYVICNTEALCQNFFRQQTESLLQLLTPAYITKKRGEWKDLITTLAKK
HKDC1 inh – blocks human hexokinase HKDC1 activity. Q2TB90. recombinant HKDC1, G6PDH/diaphorase resazurin coupled fluorescence. inhibition, % at 20 µM. 340,000 tested, 0.16% active. AID 493160;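 active = inhibition above about 35% when tested at 20 µM, limit read from the data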;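 also: plate controls were DMSO wells with enzyme for no effect and DMSO wells lacking enzyme for full effect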
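Test system: recombinant HKDC1 (HK5) hexokinase enzyme, produced in-house / Doses: 20 µM test compound, 1% DMSO / Timing: 90 min, room temperature / Detection: G6PDH/diaphorase-coupled fluorescence, 1 mM NADP, 100 µM resazurin, 525/613 nm / Control set: DMSO wells with and without enzyme mix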
UBC13 polyUb – blocks human UBC13 polyubiquitin chain formation. 330,000 tested, 0.47% active. inhibition, % at 20 µM. P61088. TR-FRET. AID 485273; in the data active = inhibition above about 45%, passing the limit was not always enough
Target sequence (P61088 whole entry, looked up): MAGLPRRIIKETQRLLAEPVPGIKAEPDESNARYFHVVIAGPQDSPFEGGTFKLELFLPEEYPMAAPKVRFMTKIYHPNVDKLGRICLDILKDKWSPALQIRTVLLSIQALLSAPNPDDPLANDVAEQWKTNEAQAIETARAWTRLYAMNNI
SENP7 block – inhibitors of human SENP7 protease; Q9BQF6; recombinant SENP7, Z-RLRGG-aminoluciferin luminescence, 40 min; inhibition, % at 5 µM; 330,000 tested, 1.5% active;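 active = inhibition above about 50% at the single test dose, limit read from the data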;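 also: plate controls were DMSO with enzyme for no effect and no enzyme buffer wells for full effect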
Target sequence (Q9BQF6 706-1050 limits assumed): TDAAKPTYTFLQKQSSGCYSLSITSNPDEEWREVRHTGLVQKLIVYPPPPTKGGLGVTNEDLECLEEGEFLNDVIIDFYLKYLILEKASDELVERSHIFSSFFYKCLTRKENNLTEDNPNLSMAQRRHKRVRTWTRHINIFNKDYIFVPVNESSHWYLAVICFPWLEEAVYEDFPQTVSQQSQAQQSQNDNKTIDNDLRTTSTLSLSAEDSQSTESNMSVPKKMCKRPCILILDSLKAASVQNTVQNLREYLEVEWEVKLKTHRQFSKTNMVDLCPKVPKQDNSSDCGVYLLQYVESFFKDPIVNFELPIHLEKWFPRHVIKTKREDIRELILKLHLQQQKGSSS
SENP8 block-2 – blocks the human protease SENP8 | Q96LD8 | purified SENP8, Z-RLRGG-aminoluciferin cleavage, luminescence | inhibition, % at 10 µM | 330,000 tested, 1.2% active | AID 2540; in the data active = inhibition above about 50%
PfG6PD inh – PfG6PD (Plasmodium falciparum) enzyme inhibition; PfGluPho enzyme, NADPH resazurin-diaphorase fluorescence; AID 504690; inhibition, % at 20 µM; 350,000 tested, 0.78% active;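 active = inhibition reaching at least a set limit at 20 µM in the primary screen, cut at about 59% in these data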;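 also: 0% = DMSO wells with substrate and 100% = DMSO wells lacking glucose-6-phosphate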
SENP6 inh – inhibitors of human SENP6 protease | 330,000 tested, 1.8% active | Q9GZR1 | AID 2599 | Recombinant SENP6 catalytic domain, aminoluciferin luminescence | inhibition, % at 10 µM;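 active = inhibition above about 50% at the single tested dose, limit read from the data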;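 also: plate controls were DMSO wells with enzyme for no effect and DMSO wells lacking enzyme for full effect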
SENP1 inh – blocks the human SENP1 SUMO protease catalytic domain; 360,000 tested, 0.21% active; Q9P0U3; recombinant SENP1 catalytic domain, CyPet-SUMO1-YPet FRET cleavage; inhibition, % at 10 µM;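 active = inhibition at least 30% at 10 µM, raw YFP signal under a set limit, fluorescence ratio 0.5 to 1.5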;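 also: 0% = enzyme with DMSO and 100% = no enzyme wells; some results filed as inactive read as strong as hits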
Target sequence (Q9P0U3 419-644 limits assumed): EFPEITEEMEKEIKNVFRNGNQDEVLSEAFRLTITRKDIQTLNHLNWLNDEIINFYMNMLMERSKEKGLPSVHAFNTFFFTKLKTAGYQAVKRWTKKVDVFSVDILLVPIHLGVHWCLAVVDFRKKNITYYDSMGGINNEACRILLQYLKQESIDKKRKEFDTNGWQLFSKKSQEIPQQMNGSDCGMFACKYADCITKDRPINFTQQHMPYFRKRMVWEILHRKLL
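Test system: recombinant human SENP1 catalytic domain, His6-tagged / Medium: pH 8 Tris buffer with EDTA, NaCl, BME, BSA, NP40, catalase / Also added: SUMO1 FRET substrate flanked by Cypet and Ypet, 25 nM / Times: 50 min reaction at room temperature / Signal: FRET, CFP and YFP emission / Control set: no-enzyme low control and enzyme-plus-DMSO high control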
beta cell repl – MIN6 beta-cell proliferation induction; 330,000 tested, 0.29% active; MIN6 cells proliferation, ATPlite luminescence, 48 h; cells starved in 0.2% serum; 100% = growth in 10% serum; proliferation, % at 10 µM;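 active = compounds whose signal lies at least 3.5 SD above the mean of all wells on their plate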;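 also: 0% = DMSO-treated cells in low-serum medium and 100% = 10% serum control; some compounds called inactive have numbers as strong as hits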
Active calls of the source: *; · = no result given.

SMILES	SENP8 block-1	HKDC1 inh	UBC13 polyUb	SENP7 block	SENP8 block-2	PfG6PD inh	SENP6 inh	SENP1 inh	beta cell repl
CCCCn1c(N)c(N(CCOC)C(=O)COC(=O)COc2ccccc2C#N)c(=O)[nH]c1=O	4	-2	-1	9	-8	-2	2	-2	-5
Cc1ccccc1CC(=O)N1CCN(C(=O)c2ccco2)CC1	3	-3	-6	6	-7	11	-5	1	-2
O=C(O)C1=C[C@H](c2ccccc2)C[C@H](OCCCCO)O1	19	3	-2	-3	2	5	-6	0	6
Cc1ccccc1NC(=O)CSc1nc2[nH]c(=O)cc(O)c2s1	-4	19	-9	-12	-17	3	-10	-8	0
CCCCc1ccc(Nc2nc(CCC)cc(=O)[nH]2)cc1	-1	0	11	-7	-8	7	-24	2	-4
CCCn1c(SCC(=O)Nc2c(CC)cccc2CC)nnc1C(C)C	19	-5	-9	-5	8	11	8	-1	-1
O=C(COC(=O)c1ccccc1Cl)NC1CCCCCCC1	8	-3	1	-1	-16	6	-13	1	3
COc1cc(C2=CCN(C(C)=O)CC2)ccc1OC(C)=O	11	-6	-7	8	-10	-9	-14	1	3
COC(=O)c1c(C)[nH]c(C)c1-c1ccccc1Cl	16	1	2	-1	-4	14	-22	3	-2
Cc1cc(Nc2cccc(C(=O)O)c2)n2ncnc2n1	10	4	1	-12	-8	2	-15	1	-1
Cc1cccc(Nc2nnc(SCC3CCCCO3)s2)c1C (stereo not drawn)	17	-4	-15	-7	-21	-3	-5	3	-2
COc1ccc(N2C(=O)CN(Cc3ccc(OC)c(OC)c3)C2=S)cc1	12	-2	-5	-13	-4	6	-19	0	-7
Nc1nc(-c2cc3c(cc2Cl)OCCO3)cs1	3	-2	6	-1	-2	0	-3	1	-2
CCOc1ccc(N(C(C)C(=O)Nc2ccc(OC)cc2)S(C)(=O)=O)cc1 (stereo not drawn)	11	-4	-4	71*	-9	3	0	-1	-1
O=C(COc1ccc(Cl)cc1)N(Cc1ccc(F)cc1)C1CCS(=O)(=O)C1 (stereo not drawn)	7	1	1	0	-14	-6	-27	1	3
Cc1ccc(S(=O)(=O)N/N=C\c2ccc(Cl)c([N+](=O)[O-])c2)cc1	16	-3	-4	-6	-3	-15	-4	1	-2
Cc1c(NS(=O)(=O)c2ccc(S(=O)(=O)c3ccccc3)s2)c(=O)n(-c2ccccc2)n1C	21	-2	-2	-13	-2	-18	-40	0	-1
COc1ccc(NC2CCCN(C(=O)CCC(=O)c3ccc(F)cc3)C2)cc1 (stereo not drawn)	15	5	-4	9	-8	3	-5	-1	-3
CCN1C[C@@H]2[C@@H]3C(=O)N(C)C(=O)[C@@H]3[C@](CC)(C1=O)N2C(=O)c1ccc(Cl)cc1	-1	-6	·	·	·	0	·	-3	·
N#Cc1ccc(NC(=O)COC(=O)CCc2ccc(S(=O)(=O)N3CCCCC3)cc2)cc1	3	-5	1	-4	-6	0	4	2	-4
CCOC(=O)c1[nH]c(=O)[nH]c1CSc1nc(C)cc(C)n1	25	4	-3	11	0	-11	-5	2	-3
CCOc1cc(/C=N/NC(N)=O)ccc1OC(=O)c1ccc(C)cc1	·	·	-1	2	5	·	17	·	0
O=c1oc2ccccc2c(Nc2ccc(O)cc2)c1[N+](=O)[O-]	18	1	-17	8	6	23	8	2	0
Oc1ccc(O)c(Cc2nc3ccccc3[nH]2)c1	12	54*	9	-4	0	32	1	-8	-5
CCN(CC(=O)N1CCCC1)S(=O)(=O)c1ccc(Br)cc1	5	-6	8	-3	1	-9	9	-1	-1

The list goes on.
SMILES	SENP8 block-1	HKDC1 inh	UBC13 polyUb	SENP7 block	SENP8 block-2	PfG6PD inh	SENP6 inh	SENP1 inh	beta cell repl
CCOc1cc(/C=N/NC(=O)c2cccnc2)ccc1OC(=O)c1ccco1	7	3	-4	5	-6	-8	0	3	0
C#CCOCCOCCOCCNc1nc(N2CCN(C(=O)CCCCCCCCCCNC(=O)Cn3cc(CCCCCN)nn3)CC2)nc(N2CCN(C(=O)CCCCCCCCCCNC(=O)[C@@H](CCSC)n3cc(CCO)nn3)CC2)n1	21	-12	119*	-4	7	42	-2	0	-8
CC(C)(C)n1nnnc1CN1C2CCC1CC(NC(=O)Nc1ccccc1)C2 (stereo not drawn)	24	1	-2	1	2	-2	-8	2	-2
OC(COc1ccc(Br)cc1)CN1CCC(Cc2ccccc2)CC1 (stereo not drawn)	16	-1	11	-4	3	7	17	0	-4
O=C(O)c1cc(-c2ccccc2)n(-c2ccccc2C(=O)O)n1	8	1	5	1	4	8	6	2	-1
Cc1ccc(-c2csc(NC(=O)C[n+]3cc(-c4ccc(C)cc4)n4c3CCC4)n2)cc1	20	1	60*	-7	-8	-4	-17	1	-3
O=C(CN1CCN(c2ccccc2F)CC1)NC(=O)NC1CCCCC1	2	-7	-1	0	11	0	-2	1	0
COc1ccc(OC)c(NS(=O)(=O)c2ccc(SC)cc2)c1	26	1	2	6	-4	-14	8	0	2
O=C(/C=C/c1cn(-c2ccccc2)nc1-c1cccnc1)c1ccco1	-121	9	-3	4	4	13	6	-4	-5
CCOc1ccc(C(=O)NC(=S)Nc2ccc(NC(=O)C(C)C)cc2)cc1[N+](=O)[O-]	28	-6	11	-6	-1	3	-19	0	0
O=C(Nc1ccc(S(=O)(=O)N2CCOCC2)cc1)c1cccc([N+](=O)[O-])c1	15	8	1	-6	0	-11	-6	-1	-2
O=C(NC(Cc1ccccc1)C(=O)NCCc1ccccn1)c1ccccc1 (stereo not drawn)	15	-7	-6	-9	2	5	-36	1	-1
CSc1ccc(S(=O)(=O)NCC(=O)OCC(=O)N(C)CC(=O)Nc2ccccc2Cl)cc1[N+](=O)[O-]	10	8	-1	-2	6	-11	9	1	-4
COc1ccc(NC(=O)CN(C)C(=O)c2cc(S(=O)(=O)N3CCCCCC3)ccc2OC)cc1	8	-2	0	12	-9	-11	-9	0	1
CC(C)Oc1ccc(C(CC(=O)NCc2ccco2)c2ccccc2)cc1 (stereo not drawn)	12	-2	-5	-2	-6	-21	-11	2	-2
CC(C)Cn1nc(-c2ccccc2)c2ccccc2c1=O	17	-2	6	-3	-2	0	-12	2	-1
COc1ccc(-c2nc3ncccc3o2)cc1NC(=O)c1ccco1	-69	4	0	2	3	-3	-2	-1	12
CN(C)/C=C/C(=C\C(=O)C(F)(F)F)Nc1ccc(C(F)(F)F)cc1	-2	-3	-7	-7	-6	12	0	-7	-3
O=C1CC(c2ccco2)CC(O)=C1C=Nc1cc(Cl)ccc1Cl (stereo not drawn)	-26	-6	5	9	7	0	-15	3	0
Cc1ccc(C(=O)Nc2ncnc3sc4c(c23)CCCCC4)cc1	-45	-1	13	0	1	-8	2	-1	1
COc1ccc(NS(=O)(=O)c2cc3c4c(c2)C(C)C(=O)N4CCC3)cc1 (stereo not drawn)	2	-1	0	0	8	7	3	-3	3
COc1ccc2[nH]cc(CCNC(=O)c3ccc([N+](=O)[O-])cc3)c2c1	20	-4	27	-5	-2	-2	20	3	0
CCOc1ccc(S(=O)(=O)NCCC(=O)NCc2ccccn2)cc1	5	0	-2	12	-6	-5	-28	0	-2
CCOC(=O)c1c(NC(=O)C2CCCO2)sc(C)c1C (stereo not drawn)	-50	1	0	1	5	7	-10	0	-1
C/C(=N\Nc1nc2ccccc2[nH]1)c1ccc2c(c1)OCO2	-26	11	-8	-9	-11	34	-44	-3	-4

An excerpt from above in order of the SENP7 block value, low to high.
SMILES	SENP7 block
C#CCOCCOCCOCCNc1nc(N2CCN(C(=O)CCCCCCCCCCNC(=O)Cn3cc(CCCCCN)nn3)CC2)nc(N2CCN(C(=O)CCCCCCCCCCNC(=O)[C@@H](CCSC)n3cc(CCO)nn3)CC2)n1	-4
Cc1ccc(C(=O)Nc2ncnc3sc4c(c23)CCCCC4)cc1	0
COc1ccc(NC(=O)CN(C)C(=O)c2cc(S(=O)(=O)N3CCCCCC3)ccc2OC)cc1	12

The list goes on.
SMILES	SENP8 block-1	HKDC1 inh	UBC13 polyUb	SENP7 block	SENP8 block-2	PfG6PD inh	SENP6 inh	SENP1 inh	beta cell repl
CC1(C)CC[C@]2(C(=O)O[C@@H]3O[C@H](CO)[C@@H](O)[C@H](O)[C@H]3O)CC[C@]3(C)C(=CCC4[C@@]5(C)CC[C@H](O[C@@H]6O[C@H](C(=O)O)[C@@H](O[C@H]7OC[C@@H](O)[C@@H](O)[C@@H]7O)[C@H](O)[C@H]6O)C(C)(C)C5CC[C@]43C)[C@@H]2C1 (stereo partly drawn)	6	-5	0	8	2	7	-9	-1	-2
S=C(Nc1cccnc1)N1CCCCC1	5	-1	-3	-6	-2	2	1	3	0
CCCc1cc(Nc2ccc(C)cc2)n2ncnc2n1	12	6	3	1	-4	6	-6	0	-2
CN1CC(=O)N(C)c2nc(Br)n(C)c2C1=O	32	9	4	4	-4	-8	-5	1	-1
CCCCc1nc(SCC(=O)Nc2cccc(Cl)c2)n[nH]1	8	6	-2	-5	4	-4	-3	2	-2
CCn1cc(Br)c(C(=O)Nc2cccc(SC)c2)n1	19	-8	3	13	-10	19	1	1	0
COc1ccc(CN=C2NN=C(c3ccccc3)CS2)cc1	3	-11	-9	-1	-5	41	3	6	-3
O=C(NC(C(=O)N/N=C/c1c2ccccc2cc2ccccc12)c1n[nH]c(=O)c2ccccc12)c1ccccc1 (stereo not drawn)	-231	-2	-21	-4	-5	-7	-6	-24	0
COc1ccc(NC(=O)c2csc(C)c2)cc1OC	4	-3	-2	-2	-9	8	-28	0	-2
CC(C)OCCCN(C)C1CCN(S(=O)(=O)c2ccc(-c3cc(C(F)(F)F)no3)s2)CC1	13	6	7	-1	-8	6	-7	2	-8
CC(NC(=O)CNC(=O)[C@@H]1Cc2ccccc2CN1)c1ccccc1 (stereo partly drawn)	7	-3	2	4	0	-13	13	2	0
CC(C)(C)[C@H]1COC(=O)[C@@H](Cc2ccc(F)cc2)CC/C=C/C[C@@H](CC(=O)N[C@@H](CO)Cc2ccccc2)C(=O)N1	7	0	17	11	-7	14	-2	0	-2
Cc1cccc(C(=O)Nc2ccc(CC(=O)O)cc2)c1	4	7	-4	-15	-19	-3	-8	-1	-3
COCCCNC(=O)c1oc2ccc(S(=O)(=O)N(C)C3CCCCC3)cc2c1C	14	1	-9	2	-4	-11	8	0	-3
COC(=O)C1CC(O)CN1C(=O)NC1CCCCC1 (stereo not drawn)	·	-7	6	8	0	-7	3	·	-1
COc1ccc(CCNC(=O)COC(=O)/C=C/c2cccs2)cc1	22	-5	-9	3	3	-11	-6	-8	5
O=C(c1ccco1)N1CCN(S(=O)(=O)c2ccc(Br)cc2)CC1	24	-3	3	-1	-11	-4	-32	1	-4
COc1ccc(CNC(=O)C2(CC3CC(c4ccccc4)=NO3)CCN(C(=O)C3(C)CC3)CC2)cc1 (stereo not drawn)	7	-5	6	-2	3	-10	-8	1	-3
NC(CO)C(O)c1ccc([N+](=O)[O-])cc1 (stereo not drawn)	5	0	-1	-6	-10	-3	-6	-1	-2
Cc1ccc(OCCOC(=O)CN2C(=O)NC3(CCCC3)C2=O)cc1	12	-1	5	-8	4	-2	-7	1	-7
